# Assay outcomes as filed in PubChem BioAssay.
# EBI2 antag: EBI2 (human) antagonism; P32249; EBI2 beta-arrestin recruitment, luminescence, 7a,25-OHC stimulated; inhibition, % at 5 µM; 360,000 tested, 0.81% active; in the data active = inhibition above about 38%;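 note: enzyme fragment complementation signal reports receptor beta-arrestin coupling in cells; 0% = agonist plus DMSO wells and 100% = wells without agonist; some results beyond the cut were filed as inactive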
# Target sequence (P32249 whole entry, looked up, the tested form may be a part): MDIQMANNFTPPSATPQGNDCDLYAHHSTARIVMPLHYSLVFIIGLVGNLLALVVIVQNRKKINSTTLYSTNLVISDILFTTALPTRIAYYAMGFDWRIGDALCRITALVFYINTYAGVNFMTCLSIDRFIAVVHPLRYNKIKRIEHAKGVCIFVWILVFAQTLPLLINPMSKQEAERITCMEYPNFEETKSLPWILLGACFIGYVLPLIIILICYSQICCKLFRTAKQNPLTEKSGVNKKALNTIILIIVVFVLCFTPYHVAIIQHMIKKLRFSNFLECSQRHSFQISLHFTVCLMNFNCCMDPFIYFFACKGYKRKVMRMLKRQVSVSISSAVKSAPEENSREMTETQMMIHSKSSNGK
# * marks the source's active call; other numbers are inactive results.
SMILES,EBI2 antag
O=C(NCc1ccccc1)C(CCc1ccccc1)n1c(=O)c(-c2ccccc2)nc2ccccc21 (stereo not given),13
Cc1ccccc1S(=O)(=O)N1C(c2ccc(Cl)cc2)CC=C(C(=O)O)C1c1cccc(Cl)c1 (stereo not given),6
Cn1cnc(CCNC(=O)C[C@H]2CC[C@@H]3[C@H](COC[C@H](O)CN3C(=O)C3CCCC3)O2)c1,-10
CCCCCNC(=O)C(c1cccc2ccccc12)n1c(=O)c(-c2ccccc2)nc2ccccc21 (stereo not given),12
CCC(=O)Nc1ccc2c(c1)OC[C@@H](C)N(Cc1cccc(F)c1)C[C@@H](C)[C@@H](OC)CN(C)C2=O,-1
CCOC(=O)[C@]12CCCC=C1N(Cc1ccccc1)C(=O)[C@H](CC(=O)NCc1ccccc1)C2,-1
COc1ccc(NC(=O)C(c2cccc3ccccc23)n2c(=O)c(-c3ccco3)nc3ccccc32)cc1 (stereo not given),13
CC1(C(=O)Nc2ccc3c(c2)OCCO3)CN(S(C)(=O)=O)CC(=O)N1Cc1cccs1 (stereo not given),0
COc1ccc(NC(=O)c2cc(-c3sc(NC(=O)c4ccccc4)nc3C)n(Cc3ccccc3)n2)cc1,8
COC(=O)C[C@H]1C=C[C@H](NS(=O)(=O)c2cn(C)cn2)[C@@H](CO)O1,-1
CC(C)NC(=O)C1(C)CN(S(C)(=O)=O)CC(=O)N1Cc1ccco1 (stereo not given),-5
COC(=O)C[C@@H]1CC[C@H](NC(=O)Nc2cccc(F)c2)[C@@H](CO)O1,-14
COC(=O)C(C(=O)OC)c1ccccc1NC(=O)OCc1ccccc1,-6
CC(C)(C)N1C(=O)c2ccccc2NC(=O)C1C(=O)NCc1ccco1 (stereo not given),-3
Cn1cnc(S(=O)(=O)N2C[C@@H](O)COC[C@@H]3O[C@H](CC(=O)NC4CCC4)CC[C@H]32)c1,-11
CO[C@@H]1CN(C)C(=O)c2cc(NC(=O)Nc3cc(F)ccc3F)ccc2OC[C@H](C)NC[C@@H]1C,-1
COC(=O)C[C@@H]1C=C[C@@H](NS(=O)(=O)c2ccccc2OC)[C@@H](CO)O1,-7
COc1ccc(CCc2nc3ccccc3n2C(CCc2ccccc2)c2nc3ccccc3[nH]2)cc1 (stereo not given),18
CCC(=O)N[C@H]1C=C[C@H](CC(=O)OC)O[C@@H]1CO,-4
Cc1ccc(S(=O)(=O)Nc2ccc(F)c(F)c2O)cc1,-10
CSCCC(C(=O)Nc1c(C)cccc1C)n1c(-c2ccc(C(F)(F)F)cc2)nc2ccccc21 (stereo not given),-4
COc1ccc(OC)c(CN2C(=O)CN(S(C)(=O)=O)CC2(C)C(=O)NC(C)C)c1 (stereo not given),-1
CC1(C(=O)Nc2ccc3c(c2)OCCO3)CN(S(C)(=O)=O)CC(=O)N1CCc1ccccc1 (stereo not given),4
COC(=O)[C@]12CCCCC=C1N(Cc1ccc3c(c1)OCO3)C(=O)[C@H](CC(=O)N1CCN(C(=O)C3CC3)CC1)C2,2
O=C(NC1CCCC1)C(C1CC1)n1c(C2CCCC2)nc2ccccc21 (stereo not given),-10

# Four of the compounds above, bar-delimited:
compound | EBI2 antag
COc1ccc(NC(=O)C(c2cccc3ccccc23)n2c(=O)c(-c3ccco3)nc3ccccc32)cc1 (stereo not given) | 13
CC1(C(=O)Nc2ccc3c(c2)OCCO3)CN(S(C)(=O)=O)CC(=O)N1Cc1cccs1 (stereo not given) | 0
COc1ccc(NC(=O)c2cc(-c3sc(NC(=O)c4ccccc4)nc3C)n(Cc3ccccc3)n2)cc1 | 8
COC(=O)C[C@H]1C=C[C@H](NS(=O)(=O)c2cn(C)cn2)[C@@H](CO)O1 | -1

# Next records:
SMILES,EBI2 antag
CC(C)c1cn(CC[C@@H]2CC[C@@H](NC(=O)C3CCCCC3)[C@@H](CO)O2)nn1,-4
COc1ccc(NC(=O)C(C2CC2)n2c(=O)c(-c3ccccc3)nc3ccccc32)cc1 (stereo not given),9
CC1(C(=O)NCc2ccccc2)CSCC(=O)N1CCCN1CCOCC1 (stereo not given),1
Cc1cc2c(cc1C)-n1nnnc1C(N(Cc1ccccc1)Cc1ccccc1)C(=O)N2 (stereo not given),1
Cc1ccccc1CN1C(=O)CSCC1(C)C(=O)NC(C)C (stereo not given),3
CC1(c2nnnn2C2CCCCC2)CCC(=O)N1Cc1ccc2c(c1)OCO2 (stereo not given),-2
COC(=O)[C@@]12C[C@@H](CC(=O)N3CCCCC3)C(=O)N(Cc3ccc4c(c3)OCO4)C1=CCC(C)(C)C2,1
CO[C@H]1CN(C)C(=O)c2ccc(NS(=O)(=O)c3ccccc3F)cc2OC[C@H](C)NC[C@@H]1C,-5
O=C(Nc1ccc2c(c1)OCCO2)C(c1ccccc1)n1c(=O)c(-c2ccco2)nc2ccccc21 (stereo not given),0
COC(=O)C(C(=O)OC)c1ccccc1NS(=O)(=O)c1ccc(C)cc1,-7
CC(C)(C)NC(=O)C(c1ccccc1F)n1c(=O)c(-c2ccco2)nc2ccccc21 (stereo not given),1
CSCCC(C(=O)NC1CCCC1)n1c(-c2ccncc2)nc2ccccc21 (stereo not given),4
CO[C@H]1CN(C)C(=O)c2ccc(NC(=O)C3CCC3)cc2OC[C@H](C)N(Cc2ccc(F)cc2)C[C@@H]1C,9
CC1(C(=O)NCc2ccccc2)CSCC(=O)N1Cc1cccs1 (stereo not given),-8
COc1ccccc1-c1cn(CC[C@H]2CC[C@@H](NS(=O)(=O)c3ccccc3C)[C@@H](CO)O2)nn1,4
CC(=O)N1CCN(C(C(=O)Nc2c(C)cccc2C)c2ccccc2OC(F)(F)F)CC1 (stereo not given),-8
Cc1ccc(N2CCN(C(C(=O)Nc3c(C)cccc3C)c3ccccc3OC(F)(F)F)CC2)cc1 (stereo not given),10
COc1ccc(C2=Nc3ccccc3N(C(=O)c3ccc(C(F)(F)F)cc3)C2C(=O)NCc2ccccc2)cc1 (stereo not given),23
CCC(C(=O)NCc1ccccc1)n1c(-c2cccs2)nc2ccccc21 (stereo not given),0
Cc1ccc(S(=O)(=O)N[C@H](CNCc2ccccc2)C(C)C)cc1,2
COC(=O)[C@]12CCCCC=C1N(CCc1ccc(OC)c(OC)c1)C(=O)[C@H](CC(=O)N1CCSCC1)C2,2
Cc1ccccc1NC(=O)C1C(=O)Nc2ccccc2C(=O)N1Cc1ccccc1 (stereo not given),3
Cc1ccc(S(=O)(=O)N2C(c3ccccc3)CC(=O)C3CN(S(=O)(=O)c4ccc(Cl)cc4)C(c4ccccc4)CC32)cc1 (stereo not given),5
CCC(c1nc2ccccc2[nH]1)n1c(-c2ccc3ccccc3c2)nc2ccccc21 (stereo not given),8
Cc1ccc(S(=O)(=O)N2[C@@H](CO)CO[C@H]2CC(=O)c2cccs2)cc1,-1
SMILES,EBI2 antag
CC1(C(=O)NCc2ccccc2)CN(S(C)(=O)=O)CC(=O)N1Cc1cccs1 (stereo not given),2
CCOc1cc(-c2ccccc2)nc2c1CN(S(=O)(=O)c1ccc(C)cc1)C(c1cccc(Cl)c1)C2 (stereo not given),8
COc1cccc(C(=O)Nc2ccc3c(c2)OC[C@H](C)N(C(=O)C2CCCC2)C[C@@H](C)[C@@H](OC)CN(C)C3=O)c1,-11
CC(C)[C@H](NC(=O)OC(C)(C)C)c1cc(C(=O)NC2CC2)c(N)s1,-3
C#CCNC(=O)C[C@@H]1C[C@@]2(C(=O)OC)CC(C)(C)CC=C2N(Cc2ccco2)C1=O,1
COc1ccc(S(=O)(=O)N2C[C@@H](O)COC[C@@H]3O[C@H](CC(=O)NCCCN4CCOCC4)CC[C@H]32)cc1,-5
COC(=O)C[C@@H]1CC[C@@H](NC(=O)Nc2cc(F)ccc2F)[C@@H](CO)O1,-7
COC(=O)C1(C(=O)OC)c2cc3c(cc2CN(S(=O)(=O)c2ccc(C)cc2)C1CC(C)=O)OCO3 (stereo not given),-4
COC(=O)[C@@]12C[C@@H](CC(=O)NCc3ccccc3)C(=O)N(Cc3ccc4c(c3)OCO4)C1=CCC(C)(C)C2,7
COc1ccc(C(C(=O)Nc2c(C)cccc2C)n2c(=O)c(-c3ccccc3)nc3ccccc32)cc1 (stereo not given),8
CC(C)c1cc(C(=O)NCc2ccc(F)cc2)c(N)s1,-3
CCCNC(=O)N1C[C@H](O)COC[C@H]2O[C@@H](CC(=O)N[C@@H]3CCN(Cc4ccccc4)C3)CC[C@@H]21,-6
CCOC(=O)C1=CCN(S(=O)(=O)c2ccccc2C)C1c1cccc(Cl)c1 (stereo not given),61*
COC(=O)[C@@]12C[C@@H](CC(=O)NCC34CC5CC(CC(C5)C3)C4)C(=O)N(Cc3ccc4c(c3)OCO4)C1=CCC(C)(C)C2,21
O=C(Nc1ccc2c(c1)OCCO2)C(C1CC1)n1c(=O)c(-c2cc3ccccc3[nH]2)nc2ccccc21 (stereo not given),-5
CC(C)(C)OC(=O)N1CCc2onc(-c3ccc(-n4cc(C5=CCCCC5)nn4)cc3)c2C1=O,17
CCOC(=O)[C@]12CCCC=C1N(Cc1ccccc1)C(=O)[C@H](CC(=O)NCc1ccc(OC)c(OC)c1)C2,0
O=C(C[C@H]1C=C[C@@H](NC(=O)c2ccncc2)[C@@H](CO)O1)NCC1CC1,-2
Cc1cccc(N2CCN(C(C(=O)NCc3ccccc3)c3ccc(C(F)(F)F)cc3)CC2)c1C (stereo not given),19
C=CCC(NC(=O)N(C)C)(C(C)=O)C(=O)OC (stereo not given),-1
COC(=O)[C@]12CCCCC=C1N(Cc1ccc3c(c1)OCO3)C(=O)[C@H](CC(=O)NCCCN1CCCC1=O)C2,-5
Nc1sc(-c2ccccc2)cc1C(=O)NCCN1CCOCC1,-3
COc1ccc(NC(=O)C(C2CC2)n2c(=O)c(-c3cc4ccccc4[nH]3)nc3ccccc32)cc1 (stereo not given),10
CCOC(=O)[C@]12CCCC=C1N(CCc1ccc(OC)c(OC)c1)C(=O)[C@H](CC(=O)N1CCSCC1)C2,5
CSCCC(c1nc2ccccc2[nH]1)n1c(-c2cc(C(F)(F)F)cc(C(F)(F)F)c2)nc2ccccc21 (stereo not given),-3

# The final 4 entries of the part above lead into the next.
SMILES,EBI2 antag
Nc1sc(-c2ccccc2)cc1C(=O)NCCN1CCOCC1,-3
COc1ccc(NC(=O)C(C2CC2)n2c(=O)c(-c3cc4ccccc4[nH]3)nc3ccccc32)cc1 (stereo not given),10
CCOC(=O)[C@]12CCCC=C1N(CCc1ccc(OC)c(OC)c1)C(=O)[C@H](CC(=O)N1CCSCC1)C2,5
CSCCC(c1nc2ccccc2[nH]1)n1c(-c2cc(C(F)(F)F)cc(C(F)(F)F)c2)nc2ccccc21 (stereo not given),-3
CSCCC(C(=O)Nc1c(C)cccc1C)n1c(-c2ccc(-c3ccccc3)cc2)nc2ccccc21 (stereo not given),4
O=C(NCc1cccs1)C1C(=O)Nc2ccccc2C(=O)N1Cc1ccccc1 (stereo not given),2
CCCCCCCCN1C(=O)[C@H](CC(=O)NCC2CCCCC2)C[C@@]2(C(=O)OC)CC(C)(C)CC=C12,9
Nc1c(-c2ccc(F)c(F)c2)nc2ncccn12,-6
Cc1ccc(S(=O)(=O)N2[C@H](CC(=O)Oc3ccccc3)OC[C@@H]2C(C)C)cc1,2
CCCCNC(=O)C(NC(=O)c1ccccc1)C(=O)c1ccccc1 (stereo not given),1
CNC(=O)C[C@@H]1CC[C@@H]2[C@H](COC[C@H](O)CN2S(=O)(=O)c2ccccc2Cl)O1,-3
COC(=O)[C@]12CCCCC=C1N(CCc1ccc(OC)c(OC)c1)C(=O)[C@H](CC(=O)NCc1cccs1)C2,12
N#Cc1cccc(C(=O)C(=O)N2CCC(c3ccccc3)CC2)c1,14
COC(=O)C[C@@H]1CC[C@H](NC(=O)c2cnccn2)[C@@H](CO)O1,-4
COc1ccc(CN2C(=O)CN(S(C)(=O)=O)CC2(C)C(=O)NC(C)C)cc1 (stereo not given),-6
CCCCCCCCN1C(=O)[C@H](CC(=O)N2CCCC2)C[C@@]2(C(=O)OC)CC(C)(C)CC=C12,12
CC(C)(C)NC(=O)C(c1ccccc1F)n1c(=O)c(-c2ccccc2)nc2ccccc21 (stereo not given),8
O=C1c2c(-c3ccc(Br)cc3)noc2CCN1Cc1cn(-c2ccccc2)nn1,-1
Cc1cccc(C)c1NC(=O)C1(C)CSCC(=O)N1CCc1ccc(O)cc1 (stereo not given),7
COc1ccc2c3c(n(C(=O)OC(C)(C)C)c2c1)C1CC=C(COC(C)=O)CN1CC3 (stereo not given),1
CC(C(=O)NC1CCCC1)n1c(-c2ccccn2)nc2ccccc21 (stereo not given),-1
CC1(C(=O)Nc2ccc3c(c2)OCCO3)CSCC(=O)N1CCOc1ccccc1 (stereo not given),5
COC(=O)[C@@]12C[C@@H](CC(=O)NCCc3ccccc3OC)C(=O)N(Cc3ccco3)C1=CCC(C)(C)C2,9
CCCCCNC(=O)C(c1ccnc2ccccc12)n1c(=O)c(-c2ccccc2)nc2ccccc21 (stereo not given),11
COC(=O)[C@@]12C[C@@H](CC(=O)N3CCN(C(=O)C4CC4)CC3)C(=O)N(Cc3ccco3)C1=CCC(C)(C)C2,8
COC(=O)[C@@]12C[C@@H](CC(=O)NCc3cccc4ccccc34)C(=O)N(Cc3ccccc3)C1=CCC(C)(C)C2,19
CCOC(=O)N1CCN(C(=O)C[C@@H]2C[C@@]3(C(=O)OC)CCCCC=C3N(Cc3ccc4c(c3)OCO4)C2=O)CC1,5
O=C(NCC[C@@H]1CC[C@@H](NS(=O)(=O)c2ccccc2)[C@@H](CO)O1)c1cc(Cl)cc(Cl)c1,-8
COCCNC(=O)c1cc(-c2ccccc2)sc1N,2
O=C(NC1CCCC1)c1nc(-c2c(F)cccc2F)oc1-c1ccccc1,-67

# EBI2 antag: entries above that show a hit.
SMILES,EBI2 antag
CCOC(=O)C1=CCN(S(=O)(=O)c2ccccc2C)C1c1cccc(Cl)c1 (stereo not given),61*

# These rows are one share of the data; count on the stated rates, not on these rows.
